# Screening results: PubChem, National Center for Advancing Translational Sciences (NCATS)
# JMJD2A Tudor inh = blocks the human JMJD2A Tudor domain; actives 4.4% (n = 390,000); Potency, µM (series often up to 114 µM), inactives show at the highest dose activity change, negative = inhibition, most hits filed as inhibitors; O75164; AlphaScreen JMJD2A-Tudor / H3K4me3 peptide binding; further: potency means the concentration at half of the fitted maximal effect; on the % scale 0 is the no-effect control and ±100 the full control effect; nearly all actives have a fitted effect of over 50% in size
# Pin1 inhibitor = human Pin1 inhibition; Q13526; Pin1 FP peptide displacement, HiFluor488, 10 min; Potency, µM (highest dose often 115 µM), without a hit: at the highest dose activity, negative = inhibition, most hits filed as inhibitors; actives 0.009% (n = 390,000); active means well fitted inhibition curve with a large enough effect in the polarisation, with a control signal flat, not every such curve was filed as active; inconclusive means small, poorly fitted or top-dose-only effect, or effect the other way, or a change in a side signal; inactive means no such curve, though single readings can be large or run the other way; the % refers to the polarisation; further: potency means the concentration at half of the fitted maximal effect; on the % scale 0 is the no-effect control and ±100 the full control effect
# Target sequence (Q13526 whole entry, looked up): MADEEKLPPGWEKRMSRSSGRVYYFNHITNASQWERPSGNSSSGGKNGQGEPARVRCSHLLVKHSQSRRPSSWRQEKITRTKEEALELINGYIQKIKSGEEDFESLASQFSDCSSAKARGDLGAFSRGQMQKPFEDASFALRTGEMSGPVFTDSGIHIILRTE
# PGK inhibitor = T. brucei PGK inhibition. Potency, µM (highest dose often 57.5 µM), for inactives: at the highest dose activity change, negative = inhibition, usual class: inhibitors. actives 0.043% (n = 380,000). AID 602233. P07378. PGK/GAPDH coupled, Kinase-Glo luminescence, 60 min; further: potency means the concentration at half of the fitted maximal effect; on the % scale 0 is the no-effect control and ±100 the full control effect; nearly all actives have a fitted effect of over 60% in size
#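 Recombinant glycosomal PGK reaction used 1,3-bisphosphoglycerate generated in-well by GAPDH (100nM final) in 100mM TEA pH 7.6, 5mM MgCl2, 0.01% Tween-20. After 60 minutes at room temperature, ATP was read by Kinase-Glo Plus luminescence end-point.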
# BAZ2B inh = inhibitors of human BAZ2B bromodomain; AlphaScreen BAZ2B-H3K14Ac peptide displacement; Q9UIF8; AID 504333; actives 4.4% (n = 360,000); Potency, µM (doses to about 114 µM), for the others: at the top dose activity change, negative = inhibition, usual class: inhibitors; further: potency means the concentration at half of the fitted maximal effect; on the % scale 0 is the no-effect control and ±100 the full control effect; nearly all actives have a fitted effect of over 60% in size
#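 Complex of BAZ2B and biotin-H3K14Ac (50 nM apiece) forms over 30 min at RT, then faces library compounds up to 110 uM for another 30 min; AlphaScreen beads added, 20 min dark incubation, luminescence read.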
# G9a block = blocks human histone lysine methyltransferase G9a | Q96KQ7 | G9a H3K9 monomethylation, AlphaScreen, 2 h | Potency, µM (highest dose often 102 µM), without a hit: at the highest dose activity, negative = inhibition, actives largely listed as inhibitors | actives 8.8% (n = 350,000) | AID 504332; further: potency means the concentration at half of the fitted maximal effect; on the % scale 0 is the no-effect control and ±100 the full control effect; nearly all actives have a fitted effect of over 75% in size
#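 Methyltransferase reactions run at room temperature for 2 h (20 nM enzyme, 500 nM biotin-H3K9 peptide, 20 uM SAM) after a 15 min compound preincubation; product detected by AlphaScreen beads and anti-H3K9me1 antibody.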
# PI4K2A inh = PI4K2A (human) kinase inhibition. Q9BTU6. purified PI4K2A, ADP-Glo luminescence, 1 h; hits give low values. activity change, negative = inhibition, % at 76.9 µM. actives 0.13% (n = 420,000). AID 1346378; in the data active means activity change below about -50%; inconclusive means mostly about -30% to -49%;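 further: -100% = wells without enzyme as full effect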
#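 ADP-Glo luminescence measured ADP generated by PI4K2A enzyme (4 ug/mL before mixing) with 1.2 mM PI substrate (pre-mix) and 300 microM ATP (pre-mix). Tris pH7.5 buffer with MgCl2, Triton X-100; 1 h reaction at ambient temperature.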
# HP1b chromo inh = inhibitors of HP1-beta chromodomain binding to methylated histone tails; P83916; AlphaScreen HP1-beta / biotin-H3K9me3 peptide binding; Potency, µM (doses to about 114 µM), for inactives: at the highest dose activity change, negative = inhibition, actives largely listed as inhibitors; actives 0.56% (n = 390,000); AID 540317; further: potency means the concentration at half of the fitted maximal effect; nearly all actives have a fitted effect of over 70% in size; inactives centre near 23
# Target sequence (P83916 whole entry, looked up): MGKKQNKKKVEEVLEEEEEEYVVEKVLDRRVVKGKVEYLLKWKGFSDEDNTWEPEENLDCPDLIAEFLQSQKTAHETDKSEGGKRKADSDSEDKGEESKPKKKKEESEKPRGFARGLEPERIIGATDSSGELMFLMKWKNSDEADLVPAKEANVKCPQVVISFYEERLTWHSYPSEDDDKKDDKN
#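 HP1-beta protein (50 nM final) preincubated 30 min at room temperature with biotinylated H3(1-18)K9me3 peptide (50 nM) in PBS pH 7.4, 0.01% Tween-20, then compound added for 30 min. AlphaScreen streptavidin donor/nickel chelate acceptor beads (10 ug/mL final), 30 min dark, luminescence read.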
# POLH inh = inhibitors of human DNA polymerase eta | Q9Y253 | recombinant Pol eta, fluorescent DNA replication assay | Potency, µM (top dose mostly 114 µM), for the others: at the top dose activity change, negative = inhibition, hits mostly inhibitors | actives 1.2% (n = 390,000); further: potency means the concentration at half of the fitted maximal effect; on the % scale 0 is the no-effect control and ±100 the full control effect
#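 Fluorescent replication assay: 50 nM final substrate added after a 15 min room-temperature compound preincubation with 10 nM enzyme. Signal taken at 0 min and again at 10 min.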
# GLS inhibitor = glutaminase GLS (human) inhibition; GLS enzymatic activity, qHTS titration; Potency, µM (top dose mostly 45.5 µM), inactives show top-dose activity change, negative = inhibition, actives largely listed as inhibitors; actives 0.21% (n = 410,000); AID 624170; further: potency means the concentration at half of the fitted maximal effect; on the % scale 0 is the no-effect control and ±100 the full control effect
# Target sequence (O94925 whole entry, looked up): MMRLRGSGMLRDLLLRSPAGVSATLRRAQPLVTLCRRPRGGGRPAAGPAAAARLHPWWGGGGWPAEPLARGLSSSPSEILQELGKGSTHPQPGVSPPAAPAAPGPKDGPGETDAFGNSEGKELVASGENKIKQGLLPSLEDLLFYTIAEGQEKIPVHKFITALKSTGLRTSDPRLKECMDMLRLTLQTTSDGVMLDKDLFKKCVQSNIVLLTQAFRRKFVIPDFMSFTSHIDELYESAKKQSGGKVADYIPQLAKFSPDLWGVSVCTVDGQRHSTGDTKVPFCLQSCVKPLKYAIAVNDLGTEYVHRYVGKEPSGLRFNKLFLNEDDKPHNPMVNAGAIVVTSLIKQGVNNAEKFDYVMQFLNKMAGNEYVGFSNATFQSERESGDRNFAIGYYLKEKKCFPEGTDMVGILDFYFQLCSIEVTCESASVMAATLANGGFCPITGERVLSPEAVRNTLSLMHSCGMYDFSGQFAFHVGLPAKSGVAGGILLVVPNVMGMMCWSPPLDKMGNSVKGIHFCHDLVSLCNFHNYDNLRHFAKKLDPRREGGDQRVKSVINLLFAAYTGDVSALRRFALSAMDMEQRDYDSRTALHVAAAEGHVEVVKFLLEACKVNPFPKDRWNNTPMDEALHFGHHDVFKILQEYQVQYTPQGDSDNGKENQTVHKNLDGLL
#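 Human kidney-isoform GLS in 45 mM KH2PO4 pH 8.2, 0.02% Tween-20, with compound, started with 1mM L-Glutamine (added stock). Glutamate oxidase/HRP/Amplex red coupled fluorescence read at start and after 30 min at RT.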
# Starred values were filed as active, the others as inactive; i = inactive; ? = inconclusive; / = no result given; [ ] = dose if it differs, or a comment. Unless noted, the call rests on the fitted dose curve; in most records, active means well fitted curve in the direction sought with a large enough effect; inconclusive means small, poorly fitted or top-dose-only effect, or another doubt; inactive means no such curve, though single readings can be large; an effect the other way counts as inactive or inconclusive. Some of the compounds tested; rates above refer to the full screens.
SMILES,JMJD2A Tudor inh,Pin1 inhibitor,PGK inhibitor,BAZ2B inh,G9a block,PI4K2A inh,HP1b chromo inh,POLH inh,GLS inhibitor
COc1cc(OC)cc(C(=O)NC(C(=O)NNC(=O)c2ccc(C)cc2)C(C)C)c1 (stereo not drawn),-10.1%,-0.2%,1.8%,2.3%,10.1%[2.33 µM],2.2,24.5%,-11.2%,2.7%
COc1cc(NC(=O)c2ccco2)c(OC)cc1NC(=O)CSc1ncc(-c2ccc(F)cc2)[nH]1,-15.3%,-6.0%,/,0.9%,-26.8%[59 µM],-4.7,23.7%,-9.1%,-2.3%
Cn1c(CN2CCCCC2)nc2cc([N+](=O)[O-])ccc21,-12.0%,8.5%,-8.2%,-20.3%,?,-3.2,-4.0%,-11.2%,-3.6%
O=C(O)/C(=C\c1ccccc1OC(F)F)c1ccc(-c2ccccc2)cc1,-12.6%,1.7%,-0.4%,?,6.6%,-3.3,22.2%,-28.9%,-13.3%
COc1ccc(CCN(C)C(=O)CNC(=O)Cc2cccc3ccccc23)cc1OC,-16.0%,2.2%,-2.0%,-19.8%,14.8%,0.2,31.3%,-20.4%,0.6%
COc1cc(OC)cc(C(=O)NC2CCCCCCC2)c1,1.0%,-0.1%,4.0%,10.6%,-1.2%,5.8,25.6%,-10.8%,-5.0%
CCOC(=O)CCSc1nc(-c2ccccc2)cc(C(F)(F)F)n1,202.6%[activator],4.3%,i,282.5%[activator],198.3%[activator][59 µM],-6.3,434.6%[activator],-23.7%,-8.0%
Cc1ccc(C)n1-n1cnc2sc(-c3ccccc3)cc2c1=O,-25.2%,-1.6%,i,-30.4%,16.5%[12.7 µM],11.6,2.0%,-12.2%,3.1%
CCOc1ccccc1C(=O)Nc1nnc(SCC(=O)N2CCOCC2)s1,14.1%,0.6%,-6.6%,-37.0%,-3.7%,1.2,28.1%,-17.4%,-3.9%
Cc1ccc(NC2c3ccccc3C(=O)N2c2cccnc2)cc1 (stereo not drawn),-14.8%,-2.5%,i,-17.6%,-5.7%,3.1,-7.3%,-13.7%,1.2%
O=C(/C=C\c1ccc(-c2cccc([N+](=O)[O-])c2)o1)N1CCOCC1,-31.2%,0.5%,i,?,31.6µM*,-2.4,2.9%,-16.0%,-12.9%
Cc1cc(C)nc(/N=C2\NC(=O)CC(C(=O)O)N2c2ccc(C)c(C)c2)n1 (stereo not drawn),12.6µM*,3.0%,-9.9%,-10.0%,-38.0%,3.4,-2.5%,-2.4%,2.0%
COc1cc(S(=O)(=O)Nc2ccc3nc(C)sc3c2)ccc1NC(C)=O,-10.7%,31.1%[activator],-0.8%,-9.4%,?,2.8,56.5%[activator],-2.3%,-7.8%
CC(C)Cc1ccc(C(C)C(=O)N2CCOCC2)cc1 (stereo not drawn),-7.1%,-1.5%,-3.8%,-5.1%,11.8%[59 µM],15.1,23.6%,-11.6%,-0.3%
Cc1ccc(S(=O)(=O)NCCc2cccs2)cc1,10.7%,-4.6%,0.3%,3.3%,4.1%,-1.7,45.5%[activator],-26.0%,1.5%
COc1ccc(C(=O)c2c(C(F)(F)F)oc3c2C(=O)c2ccccc2C3=O)cc1OC,?,-1.4%,6.6%,?,14.1µM*,-5.8,?,-13.9%,15.4%
Cc1ccccc1N1C(=O)C2C3C=CC(CC3)C2C1=O (stereo not drawn),-4.1%,4.1%,i,7.0%,/,-0.5,30.6%,-19.4%,-6.8%
Cc1cc(NC(=O)c2ccccc2F)ccc1-c1nc2ccccc2s1,-3.3%,?,-2.2%,2.3%,23.4%[59 µM],0.1,15.5%,2.0%,10.5%
O=C(Nc1cccc(F)c1)C1CC(=O)N(c2ccc(Cl)cc2)C1 (stereo not drawn),0.8%[57.1 µM],0.6%,-6.1%,-5.6%,-25.9%[2.33 µM],3.7,26.0%,-12.6%,-2.3%
CC1=NCCN1CCNC(=O)Nc1cc(C)cc(C)c1,-11.7%,2.1%,-8.0%,0.2%,6.2%,-3.4,37.8%,-21.4%,-3.0%
COc1ccc(CNC(=O)C(C)N(C)Cc2cccc(F)c2)cc1 (stereo not drawn),4.3%,8.5%,i,5.1%,-12.1%,-1.7,83.6%[activator],-13.9%,-0.5%
O=C(COc1ccc(Cl)cc1)NCC(c1cccs1)S(=O)(=O)c1ccc(F)cc1 (stereo not drawn),-5.2%,0.8%,7.9%,-2.6%,25.8%[59 µM],1.4,24.6%,-15.3%,1.5%
C#CCOc1c(Br)cc(/C=C2/C(=O)ON=C2C)cc1OC,-30.1%,-5.8%,-9.8%,-19.7%,39.8µM*,5.4,-34.1%,-3.1%,-13.2%
COc1ccc(CNC(=O)CSc2nc3ccccc3n2C(C)=O)cc1,-16.2%,-4.6%,-6.1%,0.8%,-26.0%[59 µM],-1.4,16.7%,-9.5%,-1.8%
CSCCC(NC(=O)OC(C)(C)C)C(=O)Oc1ccc2c(=O)c(-c3ccc4c(c3)OCCO4)coc2c1 (stereo not drawn),-20.0%,0.7%,-4.6%,-5.9%,?,-9.5,4.1%,4.1%,-2.5%
Cc1ccc(N(CC(=O)NCC2CCCO2)C(=O)CNS(=O)(=O)c2ccc(Cl)cc2)cc1 (stereo not drawn),-10.6%,-1.6%,4.1%,-11.4%,1µM*,-1.9,-8.5%,-11.8%,7.7%
CC(C)Cn1cc(C(=O)N2CCN(c3cccc(Cl)c3)CC2)c2c3ccccc3n(C)c2c1=O,-20.8%,2.1%,i,-29.9%,?,0.5,17.1%,-29.4%,-0.7%
O=C(CCS(=O)(=O)c1nc(-c2cccs2)cc(C(F)(F)F)n1)Nc1cc(Br)ccc1O,-8.9%,18.5%,i,-1.9%,?,1.3,36.8%[activator],5.4%,4.6%
O=C1CCN(Cc2cccnc2)CCN1[C@H](CO)Cc1ccccc1,-6.3%,1.7%,-8.5%,5.8%,-7.4%,-2.3,10.4%,-1.6%,2.0%
Cc1ccc(N2CC(NC(=O)c3ccc(S(=O)(=O)N4CCOCC4)cc3)CC2=O)cc1C (stereo not drawn),-4.5%,-4.2%,-14.6%,2.8%,?,1.0,45.7%[activator],-18.9%,6.2%
CC(C)(C)c1nnc2sc(SCC(=O)NCc3ccco3)nn2c1=O,-18.1%,2.8%,i,-5.8%,?,3.0,28.6%,-10.2%,-7.2%
O=C(CCC(=O)N1CC2CCCN2c2ccccc21)NCc1ccccc1 (stereo not drawn),-30.7%,8.8%,-1.7%,-37.1%,0.3%[59 µM],0.6,2.4%,-8.1%,3.8%
COC(=O)[C@]1(C)N[C@H](CN(C)S(=O)(=O)c2ccc(F)cc2)[C@@H]2C(=O)N(Cc3ccccc3)C(=O)[C@@H]21,?,-8.5%,-12.1%,/,/,1.9,34.6%,-7.5%,-5.5%
Cn1ccc(NC(=O)Nc2ccc(Cl)cc2)n1,0.3%,1.7%,12.5%,0.8%,14.6%,1.8,20.0%,-13.1%,10.7%
CNC(=O)c1ccccc1Sc1ccccc1C#N,-4.5%,8.7%,-2.7%,1.3%,-0.6%,2.1,12.9%,5.3%,3.9%
NNc1nc2ccc(F)cc2s1,?,-5.8%,i,44.7µM*,?,-22.8,-37.9%,-12.7%,-1.0%
O=C(NC1CCN(S(=O)(=O)c2ccc(F)cc2)CC1)c1ccccc1,-6.8%,-9.0%,-10.0%,-37.3%,/,-5.6,50.8%[activator],-23.7%,-11.0%
CCOC(=O)N1CCN(C(=O)c2c[nH]c3ccc(S(=O)(=O)N(C)c4ccc(OCC)cc4)cc3c2=O)CC1,-8.4%,0.5%,-4.1%,-1.9%,12.6%,7.9,56.1%[activator],-3.1%,-6.3%
CN(C)c1ncnc2c1ncn2CCn1cnc2c(N(C)C)ncnc21,-13.8%,-6.9%,i,/,/,-4.0,-14.7%,-3.1%,8.2%
O=C(COc1ccccc1)Nc1ccc(NC(=O)c2ccco2)cc1,-13.8%,-0.7%,i,-0.1%,-0.7%,0.7,56.6%[activator],-5.4%,-1.4%
O=c1c2ccccc2n(Cc2cccc(F)c2)c(=O)n1Cc1ccccc1Cl,4.4%,-1.5%,9.7%,13.1%,14.0%[59 µM],-1.0,39.7%[activator],-6.2%,8.1%
COc1cccc(-c2nc(-c3cccs3)no2)c1,252.8%[activator],?,-5.7%,200.2%[activator],500.0%[activator],-5.5,268.5%[activator],-18.5%,?
COc1ccc(C(c2nnnn2C2CCCC2)N2CCC(C(N)=O)CC2)c(OC)c1 (stereo not drawn),-12.5%,-3.1%,i,1.2%,?,-3.3,21.5%,0.6%,11.0%
CC(C)c1cccc(C(C)C)c1NS(=O)(=O)c1cccs1,2.7%,11.0%,0.5%,5.5%,-3.1%[59 µM],-0.4,28.2%,-8.7%,6.2%

# Reformatted with bars between the fields: 3 of the compounds above.
SMILES | JMJD2A Tudor inh | Pin1 inhibitor | PGK inhibitor | BAZ2B inh | G9a block | PI4K2A inh | HP1b chromo inh | POLH inh | GLS inhibitor
Cc1ccc(NC2c3ccccc3C(=O)N2c2cccnc2)cc1 (stereo not drawn) | -14.8% | -2.5% | i | -17.6% | -5.7% | 3.1 | -7.3% | -13.7% | 1.2%
O=C(/C=C\c1ccc(-c2cccc([N+](=O)[O-])c2)o1)N1CCOCC1 | -31.2% | 0.5% | i | ? | 31.6µM* | -2.4 | 2.9% | -16.0% | -12.9%
Cc1cc(C)nc(/N=C2\NC(=O)CC(C(=O)O)N2c2ccc(C)c(C)c2)n1 (stereo not drawn) | 12.6µM* | 3.0% | -9.9% | -10.0% | -38.0% | 3.4 | -2.5% | -2.4% | 2.0%
